Screens from PubChem.
D2 PAM – HTS Assay for Positive Allosteric Modulators of the Human D2 Dopamine Receptor: Primary Screen for Potentiators; AID 485347, 2010; HEK293 T-REx D2, calcium flux, EC20 dopamine potentiation; potentiation, % at 10 µM; hit rate 0.34% among 340,000; D(2) dopamine receptor (Homo sapiens), P14416;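 active = potentiation over 3 SD above the plate norm, cut at about 30% in these data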; note: 0% is about no effect
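Primary screen. Calcium kinetics in induced HEK293 T-REx D2 cells: compound pre-addition 180 s, EC20 dopamine, 180 s more.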
TRHR enhancer – qHTS for Small Molecule Agonists and Allosteric Enhancers of Human TRH Receptor: Primary Screen for Enhancers. hit rate 0.66% among 360,000. TRHR cells, fluo-8 calcium fluorescence, EC20 TRH enhancement. enhancement, % at 2 µM. Thyrotropin-releasing hormone receptor (Homo sapiens), P34981. AID 493056, 2011; in the data active = enhancement above about 30%; note: 0% is about no effect
Target sequence (P34981 whole entry, looked up): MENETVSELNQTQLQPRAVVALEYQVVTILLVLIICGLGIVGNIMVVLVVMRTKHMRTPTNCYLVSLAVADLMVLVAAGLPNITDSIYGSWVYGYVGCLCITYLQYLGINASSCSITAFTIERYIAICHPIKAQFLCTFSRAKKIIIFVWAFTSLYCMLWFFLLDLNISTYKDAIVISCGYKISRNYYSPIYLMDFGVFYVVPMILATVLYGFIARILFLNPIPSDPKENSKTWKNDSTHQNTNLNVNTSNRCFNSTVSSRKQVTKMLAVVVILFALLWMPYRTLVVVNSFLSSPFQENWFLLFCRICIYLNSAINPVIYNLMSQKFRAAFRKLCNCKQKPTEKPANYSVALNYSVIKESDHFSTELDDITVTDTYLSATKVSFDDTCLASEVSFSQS
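Enhancer read-out: after compound pinning and an initial kinetic agonist-mode read, an EC20 of TRH (10 nM final) was injected and fluo-8 calcium signal (Ex 480/Em 530) followed at 1 s/cycle for 100 cycles in TRHR-expressing cells.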
D2 antagonist – HTS Assay for Allosteric Antagonists of the Human D2 Dopamine Receptor: Primary Screen for Antagonists | D(2) dopamine receptor (Homo sapiens), P14416 | HEK293 TREx D2 cells, calcium flux, dopamine EC80 | inhibition, % at 10 µM | hit rate 2% among 340,000 | AID 485344, 2010; in the data active = inhibition above about 30%; note: 0% is about no effect
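Calcium mobilization kinetics were recorded at 1 s intervals in tetracycline-induced HEK293 T-REx D2 cells, first for 180 s after compound addition and then 180 s after EC80 dopamine.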
TRHR ag – qHTS for Small Molecule Agonists and Allosteric Enhancers of Human TRH Receptor: Primary Screen for Agonists. AID 493084, 2011. Thyrotropin-releasing hormone receptor (Homo sapiens), P34981. activation, % at 2 µM. TRHR cells, calcium flux fluo-8, FDSS agonist mode. hit rate 0.18% among 360,000; note: 0% is about no effect
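In this calcium-flux screen, cells bearing human TRHR are dye-loaded with fluo-8, baselined for 10 cycles, then exposed to library compounds; positive kinetic calcium responses during the agonist phase mark hits, with TRH as control.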
D1 potentiator – Potentiators of Human D1 Dopamine Receptor: qHTS | HEK293 TREx D1 cells, calcium flux, dopamine EC20 potentiation | potentiation, % at 10 µM | hit rate 0.036% among 360,000; in the data active = potentiation above about 30%; note: 0% is about no effect
Target sequence (P21728 whole entry, looked up): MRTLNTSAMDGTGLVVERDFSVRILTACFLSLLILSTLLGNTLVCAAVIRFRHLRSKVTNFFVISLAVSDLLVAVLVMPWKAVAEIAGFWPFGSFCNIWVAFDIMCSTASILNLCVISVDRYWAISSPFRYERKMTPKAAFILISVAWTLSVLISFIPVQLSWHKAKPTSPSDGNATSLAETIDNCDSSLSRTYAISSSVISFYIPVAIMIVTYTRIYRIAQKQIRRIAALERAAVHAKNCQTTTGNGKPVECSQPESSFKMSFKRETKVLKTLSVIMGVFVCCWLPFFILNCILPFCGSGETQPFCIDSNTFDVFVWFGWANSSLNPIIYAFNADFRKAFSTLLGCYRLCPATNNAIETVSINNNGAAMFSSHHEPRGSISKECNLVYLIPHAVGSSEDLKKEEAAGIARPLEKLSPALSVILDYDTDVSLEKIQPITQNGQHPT
RXFP1 antag – qHTS Assay for Antagonists of the Relaxin Receptor RXFP1 | AID 1259400, 2018 | activity change, negative = inhibition, % at 57.5 µM | hit rate 0.59% among 350,000 | HEK293-RXFP1, relaxin-stimulated cAMP HTRF, 30 min; hits give low values;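 active = activity change of -60% or lower, but not beyond a set lower limit; inconclusive = change between -60% and -40%, or beyond the set limit; inactive = change above -40%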; note: % is set by controls: 0 for no effect and ±100 for the full control effect
D1 ag – Allosteric Agonists of the Human D1 Dopamine Receptor: qHTS | activation, % at 2 µM | hit rate 1% among 360,000 | HEK293 T-REx D1 cells, calcium flux, agonist mode | D(1A) dopamine receptor (Homo sapiens), P21728; note: 0% is about no effect
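Agonism was scored from calcium flux recorded over 180 s (1 read/s) after pintool compound addition, following a 10-cycle baseline. Cells were inducible force-coupled HEK293 TREx D1, plated overnight at 30 C and loaded with no-wash calcium dye.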
D2 agonist – HTS Assay for Allosteric Agonists of the Human D2 Dopamine Receptor: Primary Screen for Agonists. D(2) dopamine receptor (Homo sapiens), P14416. HEK293 T-REx D2 cells, calcium flux agonist mode. activation, % at 2 µM. hit rate 0.53% among 340,000;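 active = activation over 3 SD above normal in the single-dose calcium agonist read, cut at about 30% in these data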; note: 0% is about no effect
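Agonism scored from kinetic calcium signal (1 read/sec, 180 s) following compound pin transfer, after a 10 s baseline. Cells: HEK293 Trex line expressing inducible D2 receptor coupled to calcium, dye-loaded after overnight culture at 30 C.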
D1 antag – Antagonist of Human D 1 Dopamine Receptor: qHTS; hit rate 3.2% among 360,000; activity change, negative = inhibition, % at 10 µM; D(1A) dopamine receptor (Homo sapiens), P21728; HEK293 TREx D1 cells, calcium flux, dopamine EC80; hits give low values; in the data active = activity change below about -30%; note: % is set by controls: 0 for no effect and ±100 for the full control effect
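Cells carrying a force-coupled, tetracycline-inducible human D1 receptor report calcium flux. Each well gets a 10 s baseline, compound with 180 s monitoring, then an EC80 dopamine stimulus with a second 180 s kinetic read.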
* marks the source's active call; other numbers are inactive results; u = inconclusive; x = not tested or not shown. Cut-off read from the data, not from the text of the source, unless noted: active = activation above about 30%; inactive = the rest.

1. COc1cccc(-n2c(SCc3cc(=O)oc4cc(O)c(O)cc34)nc3ccccc3c2=O)c1
2. Cn1c(=O)c(S(=O)(=O)C(C)(C)C)c(O)c2ccccc21
3. COC(=O)[C@@H]1CCCN1Cc1nc(Cc2ccccc2F)no1
4. CCC(=O)OCn1nnc2ccccc2c1=O
5. CN(C)c1cccc2c1c(NS(=O)(=O)c1cn(C)cn1)nn2C
6. CCC1CCCCN1C(=O)C1CC(c2cc(Cl)c(OC)cc2OC)=NO1 (stereo not drawn)
screen / no. | 1 | 2 | 3 | 4 | 5 | 6
D2 PAM | x | 3 | 6 | x | -11 | x
TRHR enhancer | 9 | 10 | -1 | -1 | -3 | 20
D2 antagonist | x | -1 | 1 | x | 6 | x
TRHR ag | 0.7 | 0.2 | -0.6 | -0.1 | 1.3 | 0.0
D1 potentiator | 5 | -3 | -4 | 8 | 0 | -2
RXFP1 antag | u | x | 0 | 2 | 13 | -21
D1 ag | -2 | 2 | -1 | 11 | 3 | 3
D2 agonist | x | -0.2 | 0.1 | x | 1.0 | x
D1 antag | 2 | -8 | 10 | -1 | -2 | -8

7. CC(C)CC(OC(=O)c1ccco1)C(=O)NC1CCCC1 (stereo not drawn)
8. COCCNC(=O)NC(=O)COC(=O)c1cc([N+](=O)[O-])ccc1Sc1nc(C)cs1
9. CC(C)CC(c1nnnn1CCc1ccccc1)N1CCN(C(=O)c2ccco2)CC1 (stereo not drawn)
10. O=C(NCCCCNC(=O)c1ccccc1F)c1ccccc1F
11. Cc1cc(OCC(=O)NCC(O)c2ccccc2)c2c(C)c(C)c(=O)oc2c1 (stereo not drawn)
12. Cc1cc(C)nc(SCc2ccc(C(=O)N/N=C/c3cccnc3)cc2)n1
screen / no. | 7 | 8 | 9 | 10 | 11 | 12
D2 PAM | 0 | 4 | 2 | 5 | x | 9
TRHR enhancer | 1 | 1 | 2 | 1 | -4 | 2
D2 antagonist | -3 | -11 | -1 | -6 | x | 7
TRHR ag | -0.1 | -0.4 | 0.5 | -0.4 | -1.2 | -1.5
D1 potentiator | -1 | -2 | 7 | 4 | -4 | 7
RXFP1 antag | -1 | -3 | 9 | 10 | 23 | x
D1 ag | 5 | 2 | 0 | 1 | 0 | -2
D2 agonist | -0.6 | -0.1 | 0.1 | -0.5 | x | 0.0
D1 antag | 4 | -2 | 3 | 4 | 6 | 2

13. Cc1cc(C)c(NC2=NS(=O)(=O)c3ccccc32)c(C)c1
14. COc1ccc(C(NC(=O)CC(C)C)c2c(O)ccc3ccccc23)cc1 (stereo not drawn)
15. CC(C)CCn1c(Oc2ccccc2F)nc2c1c(=O)n(C)c(=O)n2C
16. CCOc1ccc(NC(=O)c2ccccc2OCC(=O)c2ccccc2)cc1
17. Fc1ccccc1NC(=S)Nn1cnnc1
18. CCOC(=O)C1=C(C(F)(F)F)Nc2ncnn2C1c1ccc(OC)cc1OC (stereo not drawn)
screen / no. | 13 | 14 | 15 | 16 | 17 | 18
D2 PAM | -9 | 9 | 1 | -1 | -2 | 1
TRHR enhancer | 6 | -6 | -2 | -11 | 4 | -1
D2 antagonist | -1 | -14 | x | -19 | 3 | -4
TRHR ag | 0.0 | 1.8 | 0.3 | 1.0 | 0.4 | 0.0
D1 potentiator | -3 | -5 | 2 | -2 | 2 | -2
RXFP1 antag | -4 | -12 | -2 | -11 | 3 | -3
D1 ag | 2 | -2 | 2 | 5 | 5 | 1
D2 agonist | -0.6 | -1.6 | 0.0 | 0.3 | -0.4 | 0.2
D1 antag | -3 | 25 | -4 | -27 | -8 | -7

19. O=C(COc1ccccc1)Nc1nnc(-c2ccc(F)cc2)o1
20. N/C(Cn1cncn1)=N\OC(=O)c1ccc(Cl)cc1Cl
21. Cc1ccc(CCNC(=O)Cn2c(-c3cccs3)cc3cc(F)ccc32)cc1
22. C=CCc1ccc(OCC(O)CN2CCN(Cc3ccccc3)CC2)c(OC)c1 (stereo not drawn)
23. CCc1n[n+](CC(=O)c2ccccc2)c(N)s1
24. Cc1nc(-c2ccc(S(=O)(=O)N(Cc3ccccc3)C(C)C)cc2)co1
screen / no. | 19 | 20 | 21 | 22 | 23 | 24
D2 PAM | -2 | 1 | 8 | -31 | 5 | 8
TRHR enhancer | -2 | -2 | -1 | -2 | 0 | -2
D2 antagonist | 4 | -12 | x | 0 | -22 | x
TRHR ag | -0.7 | 0.1 | 0.1 | 0.4 | -1.3 | 0.3
D1 potentiator | -3 | 6 | -4 | -8 | -3 | -6
RXFP1 antag | 0 | 11 | x | 1 | -14 | x
D1 ag | 1 | 2 | 6 | 8 | 0 | 10
D2 agonist | 0.6 | -2.1 | -0.6 | 4.5 | 0.3 | -0.7
D1 antag | 5 | 6 | -40* | 2 | -25 | -6

25. COC(=O)C1=C(C)N(C)C(C)=C(C(=O)OC)C1c1ccccc1C
26. CCN(C(=O)CSc1nnc(-c2ccccc2Cl)n1C1CCCC1)C1CCS(=O)(=O)C1 (stereo not drawn)
27. O=C(Oc1ccc(Br)cc1C(=S)N1CCOCC1)c1ccccc1
28. Cc1cccc(N(CC(O)CN(C)C)S(=O)(=O)c2ccccc2)c1 (stereo not drawn)
29. CCOC(=O)Nc1ccc2c(c1)N(C(=O)CCN(C)C)c1ccccc1CC2
30. CCCC(=O)NCn1nnc(-c2ccc(Cl)cc2)n1
screen / no. | 25 | 26 | 27 | 28 | 29 | 30
D2 PAM | 2 | -6 | 4 | 19 | 8 | -9
TRHR enhancer | -3 | -2 | -2 | 0 | 3 | -3
D2 antagonist | 2 | -6 | 2 | -9 | -7 | x
TRHR ag | -0.8 | -0.5 | -1.3 | 0.3 | 0.0 | 0.5
D1 potentiator | 4 | 1 | x | 0 | -2 | -1
RXFP1 antag | -11 | -5 | -24 | -8 | -2 | -22
D1 ag | 3 | 3 | 6 | 2 | 4 | 5
D2 agonist | 1.2 | -0.4 | -2.8 | 1.0 | 0.2 | x
D1 antag | 2 | -8 | 6 | 17 | 9 | -7

31. CCC(C)CCCCNC1=NCCS1 (stereo not drawn)
32. COc1ccc(NS(=O)(=O)c2cc(NC(=O)[C@@H](NC(=O)c3ccccc3)C(C)C)ccc2C)cc1
33. CCCCOCc1cc(CN2CCN(c3cccc(Cl)c3)CC2)c(O)c2ncccc12
34. Cc1cccc(N/C(N)=N/c2nc(C)c(Cc3ccccc3)c(=O)[nH]2)c1
35. CC(C)C(=O)Nc1ccc(NC(=O)c2cccs2)cn1
36. c1ccc(-c2csc3ncnc(NCc4ccccn4)c23)cc1
screen / no. | 31 | 32 | 33 | 34 | 35 | 36
D2 PAM | 2 | -6 | -17 | 3 | -8 | 1
TRHR enhancer | 2 | -5 | 14 | -3 | 3 | -3
D2 antagonist | -3 | 12 | x | 0 | 2 | -5
TRHR ag | 0.2 | 0.8 | -1.8 | 0.3 | 0.0 | 0.3
D1 potentiator | -6 | -8 | -1 | 1 | -5 | 2
RXFP1 antag | -12 | x | 15 | -11 | -3 | x
D1 ag | 13 | 7 | 0 | 1 | 4 | 3
D2 agonist | -0.1 | 0.4 | -0.7 | 0.4 | 0.4 | 0.3
D1 antag | -2 | -14 | 1 | 1 | -21 | -16

A different layout for some results above.
No. | canonical_smiles | D2 PAM | TRHR enhancer | D2 antagonist | TRHR ag | D1 potentiator | RXFP1 antag | D1 ag | D2 agonist | D1 antag
30 | CCCC(=O)NCn1nnc(-c2ccc(Cl)cc2)n1 | -9 | -3 | x | 0.5 | -1 | -22 | 5 | x | -7
31 | CCC(C)CCCCNC1=NCCS1 (stereo not drawn) | 2 | 2 | -3 | 0.2 | -6 | -12 | 13 | -0.1 | -2
32 | COc1ccc(NS(=O)(=O)c2cc(NC(=O)[C@@H](NC(=O)c3ccccc3)C(C)C)ccc2C)cc1 | -6 | -5 | 12 | 0.8 | -8 | x | 7 | 0.4 | -14
33 | CCCCOCc1cc(CN2CCN(c3cccc(Cl)c3)CC2)c(O)c2ncccc12 | -17 | 14 | x | -1.8 | -1 | 15 | 0 | -0.7 | 1
34 | Cc1cccc(N/C(N)=N/c2nc(C)c(Cc3ccccc3)c(=O)[nH]2)c1 | 3 | -3 | 0 | 0.3 | 1 | -11 | 1 | 0.4 | 1
35 | CC(C)C(=O)Nc1ccc(NC(=O)c2cccs2)cn1 | -8 | 3 | 2 | 0.0 | -5 | -3 | 4 | 0.4 | -21
36 | c1ccc(-c2csc3ncnc(NCc4ccccn4)c23)cc1 | 1 | -3 | -5 | 0.3 | 2 | x | 3 | 0.3 | -16

New compounds follow.
37. O=C(C1COc2ccccc2O1)N1CCN(c2ccc(F)cc2)CC1 (stereo not drawn)
38. c1cc(-c2noc(CC3CCCCC3)n2)ccn1
39. Cc1c(NC(=O)Nc2cccc(Cl)c2Cl)c(=O)n(-c2ccccc2)n1C
40. COc1ccc(CNC(=O)c2ccc3c(c2)N(C)CCS3)cc1
41. Cc1ccc2c(c1)c1c(c(=O)n(-c3cccc(Cl)c3)c(=O)n1CC(=O)N1CCCC1)n2C
42. CN(CC(=O)Nc1ccc(Cl)c(C(F)(F)F)c1)C(=O)C1CC(=O)N(C2CCCC2)C1 (stereo not drawn)
screen / no. | 37 | 38 | 39 | 40 | 41 | 42
D2 PAM | 7 | -8 | 6 | -18 | 2 | -2
TRHR enhancer | -1 | -3 | 5 | 1 | -2 | -11
D2 antagonist | 5 | 7 | -11 | -4 | x | 5
TRHR ag | 0.0 | -0.3 | 0.0 | -0.2 | 0.2 | 0.9
D1 potentiator | -2 | -5 | -2 | -7 | 0 | 0
RXFP1 antag | -13 | -4 | -4 | -9 | x | -5
D1 ag | 0 | 1 | 2 | 0 | 1 | 4
D2 agonist | 0.6 | 0.9 | -0.6 | -0.1 | 0.9 | 0.1
D1 antag | -3 | 2 | 1 | -24 | 8 | 20

43. Cc1c(NC(=O)c2ccc(N3CCCC3)c([N+](=O)[O-])c2)cccc1-c1nc2ccccc2s1
44. CCc1ccc(N(CC(=O)NC(C)(C)C)C(=O)CCC(=O)Nc2ccccn2)cc1
45. CCC(C)(C)NC(=S)Nc1ccccc1C
46. CCCN(CC(=O)Nc1ccccc1C)C(=O)c1ccc2c(c1)S(=O)(=O)N=C1CCCCCN12
screen / no. | 43 | 44 | 45 | 46
D2 PAM | x | 11 | 8 | 11
TRHR enhancer | 1 | 0 | 5 | -4
D2 antagonist | x | 28 | 3 | -39
TRHR ag | -0.5 | 2.4 | 0.2 | 0.8
D1 potentiator | 0 | 5 | 7 | -10
RXFP1 antag | -10 | -6 | 0 | 4
D1 ag | 0 | 2 | 1 | 0
D2 agonist | x | 1.7 | -1.3 | 0.0
D1 antag | 6 | 27 | 5 | 14
